Screening results as filed in PubChem BioAssay.
HUVEC tox TNFa: HUVEC cytotoxicity counter-screen, TNF alpha stimulated | actives 0.17% (n = 93,000) | cell count reduction, % at 2 µM | HUVEC TNFalpha-stimulated, Hoechst cell count, imaging;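 active means cell count reduction exceeding the screen mean by over 5 SD, scaled to untreated wells per plate, cut at about 78% in these data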;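 further: cells counted after 24 h of TNF alpha exposure following the 1 h pretreatment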
H69AR inhibit: blocks growth of human H69AR lung tumor cells | viability, % at 10 µM | AID 598 | H69AR lung tumor viability, ATP luminescence, 72 h; hits give low values | actives 6% (n = 85,000);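 active means viability at or below 40%; inactive means viability above 40%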;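 further: multidrug resistant small cell line overexpressing MRP-1 efflux transporter; 100% = mean luminescence of untreated control wells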
Smad3 FoxH1 inh: Smad3 (human) transcription factor binding inhibition; P84022; TR-FRET Smad3/Dy647-FoxH1 peptide binding, europium anti-His; inhibition, % at 25 µM; actives 0.29% (n = 88,000); AID 630;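 active means compounds that reduce the energy-transfer binding signal between the protein and its labelled peptide by more than half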;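 further: 0% = Smad3 plus labelled peptide maximal FRET and 100% = peptide-only background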
Target sequence (P84022 whole entry, looked up): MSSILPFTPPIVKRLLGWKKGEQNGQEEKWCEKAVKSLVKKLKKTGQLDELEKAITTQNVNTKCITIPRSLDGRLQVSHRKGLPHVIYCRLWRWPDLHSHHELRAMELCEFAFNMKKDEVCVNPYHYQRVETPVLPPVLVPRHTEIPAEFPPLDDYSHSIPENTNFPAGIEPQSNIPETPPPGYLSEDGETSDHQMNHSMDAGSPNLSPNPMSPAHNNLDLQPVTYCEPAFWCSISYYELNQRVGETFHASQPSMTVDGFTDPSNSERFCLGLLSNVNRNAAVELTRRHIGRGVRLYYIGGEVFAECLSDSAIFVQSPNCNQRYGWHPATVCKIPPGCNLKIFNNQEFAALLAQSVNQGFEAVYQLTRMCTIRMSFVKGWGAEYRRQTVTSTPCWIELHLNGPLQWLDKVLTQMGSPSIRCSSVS
HUVEC prolif 384: blocks proliferation of human endothelial cells | viability, % at 10 µM (by protocol) | AID 648 | HUVEC proliferation, CellTiter-Glo luminescence, 72 h; hits give low values | actives 1.1% (n = 86,000);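 active means viability at or below 30%; inactive means viability above 30%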;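 further: 100% = median luminescence of DMSO-only cell control wells on each plate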
VCAM1 TNFa inh: reduces TNF alpha induced VCAM1 expression in HUVEC. HUVEC TNFa-induced VCAM-1 immunofluorescence, high-content imaging. inhibition, % at 2 µM. actives 0.48% (n = 95,000). AID 802;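 active means inhibition above the batch mean plus 3 SD, with images confirmed as a hit by eye, cut at about 37% in these data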;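 further: 0% = TNF-stimulated DMSO wells and 100% = unstimulated control wells; not every result past the cut was called active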
PTK2B oligo ant: blocks oligomerization of human Pyk2 in cells. z-score (the deposit names both 25 µM and 10 µM). Q293 cells, Pyk2 FERM NanoBiT luminescence; hits give low values. actives 0.83% (n = 99,000). Q14289;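 active means Z-score of -3 or lower, scaled per plate to the spread of control and sample wells; inactive means z-score above -3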;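 further: negative z-score means lost luminescence so less FERM oligomerization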
F-actin modifier: modifiers of cytoskeleton assembly; HUVEC TNFa F-actin phalloidin imaging, high content; inhibition, % at 2 µM; actives 0.18% (n = 91,000); AID 836;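 active means inhibition above the batch mean plus 3 SD and confirmed as a hit by visual image inspection, cut at about 30% in these data, passing the limit was not always enough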; further: strong numbers were not always called active
HUVEC tox IL1B: HUVEC cytotoxicity counter-screen, IL-1B stimulated; HUVEC cell count loss, Hoechst imaging; cell count reduction, % at 2 µM; actives 0.41% (n = 94,000); AID 845;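 active means cell count reduction more than 3 SD above the screen-wide mean, cut at about 70% in these data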;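 further: normalized per plate to untreated control cells as the no-loss baseline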
Lung fibro prol: blocks proliferation of human lung fibroblasts | viability, % at 10 µM | actives 1.1% (n = 85,000) | LL 47 human lung fibroblast viability, ATP luminescence; hits give low values;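 active means viability at or below 50% in the single dose screen; inactive means viability above 50%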;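 further: compound exposure lasted 72 h before the ATP readout; 100% = median luminescence of untreated cell-only wells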
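Material: human LL 47 lung fibroblast cells; quantity: 1,150 cells/well; medium: IMEM plus 15% FBS; doses: 0.1% DMSO in all compound wells; timing: overnight attachment after seeding, then 72 h compound exposure at 37 °C; detection: CellTiter-Glo luminescence; measure: % viability of median cell-only signal; controls: cell-only wells, no compound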
The depositor's hits bear a star; · = not tested or not shown; [ ] = dose if it differs, or a comment. This is a subset; rates above refer to the full screens.

SMILES	HUVEC tox TNFa	H69AR inhibit	Smad3 FoxH1 inh	HUVEC prolif 384	VCAM1 TNFa inh	PTK2B oligo ant	F-actin modifier	HUVEC tox IL1B	Lung fibro prol
CCC(=O)Nc1nonc1-c1nc2ccccc2n1Cc1cccc2ccccc12	6	24*	1	51	22	-0.64	-27	-22	51
Cc1cc(C)n(-c2nc3ccccc3nc2Nc2ccc3c(c2)OCO3)n1	·	98	-5	89	·	·	·	·	97
O=C(O)CNCC1COc2ccccc2O1 (stereo not drawn)	-9	96	25[fluorescence artefact?]	100	5	1.5	-18	16	100
O=C(CCNS(=O)(=O)c1cccs1)N1CCCCCC1	-20	94	-10	105	24	1.3	3	-3	106
C/C(=N\NC(=O)C1CC1c1ccccc1)c1cccc([N+](=O)[O-])c1 (stereo not drawn)	5	·	·	·	3	0.69	-21	-4	·
O=C1OC(c2ccccc2)=C/C1=C/N1CCOCC1	16	87	7[fluorescence artefact?]	92	-15	-0.37	-10	20	98
Cc1ccc(CCN2CC(C(=O)NCc3cccnc3)CC2=O)cc1 (stereo not drawn)	-30	101	1	105	4	·	14	3	107
CC(C(=O)N1c2ccc(F)cc2CCC1C)N1C(=O)c2ccccc2C1=O (stereo not drawn)	-6	106	-6	113	-12	-1.1	2	-4	98
COc1ccc(C(=O)Nc2ccc(S(=O)(=O)Nc3onc(C)c3C)cc2)cc1	-29	88	4	94	-25	0.12	-13	-64	95
CC(=O)Nc1ccccc1C(=O)N1CC2(C)CC1CC(C)(C)C2 (stereo not drawn)	-10	96	0	90	9	0.38	9	-75	97
Cc1cc(C)c(S(=O)(=O)c2ccccc2)c(OC(=O)c2c(Cl)cccc2Cl)n1	-23	67	2	83	23	-1.8	-20	·	107
C/C(N)=C(/C#N)C(=O)CSc1nnc(COc2cc(C)ccc2C)o1	-29	65	-15	100	4	0.65	-5	-12	97
CCOC(=O)Cn1c(=O)oc2cc(S(=O)(=O)NCCc3ccc(OCC)c(OCC)c3)ccc21	-12	86	7[fluorescence artefact?]	80	1	2.1	-40	15	93
COc1ccc(-c2nn(C)c(=O)c3ccccc23)cc1NC(=O)COc1ccc(C)cc1	-7	59	-6	76	14	-0.77	-6	18	90
Cc1nc([N+](=O)[O-])nn1C12CC3CC(CC(Br)(C3)C1)C2	1	·	·	·	11	-0.79	-40	·	·
O=C(CNC(=O)c1ccco1)OCc1ccc(Cl)cc1	-14	95	17[fluorescence artefact?]	88	23	1.4	-6	-14	100
O=c1[nH]c(=O)n(Cc2ccco2)c2c1C(C(F)(F)F)(C(F)(F)F)N=C(CCC1CCCCC1)N2	6	9.5*	6[fluorescence artefact?]	83	-7	-4.1*	-21	-4	76
Cc1nc2sc(C(c3cccs3)N3CCC(C(N)=O)CC3)c(O)n2n1 (stereo not drawn)	3	88	-7	93	15	·	-2	8	97
COc1ccccc1CNS(=O)(=O)c1ccc(C)cc1	-31	87	9	93	-8	0.54	·	-6	97
CCN1C(=O)CC(Sc2ccccc2N)C1=O (stereo not drawn)	4	85	6	88	28	-0.34	6	11	92
CCc1c(C)sc(NC(=O)OC)c1C(N)=O	-27	·	·	·	-10	0.41	12	2	·
CC(C)(C)Cc1nnc(NS(C)(=O)=O)s1	-7	106	-2	94	8	0.64	4	-19	103
COc1ccc(C(=O)NC(=S)NCc2ccc(-c3nc4ccccc4o3)cc2)cc1OC	2	85	-20	45	-9	0.07	-6	-29	80
COCCn1c(CN2CCN(c3ccccc3F)CC2)nc2c1c(=O)n(C)c(=O)n2C	·	103	1	103	·	·	·	·	96
CN1CCN(CC(=O)N2c3ccccc3C(C)(c3ccc(Cl)cc3)CC2(C)C)CC1 (stereo not drawn)	-4	56	20[fluorescence artefact?]	80	-10	-0.73	·	2	84

Going on with the list:
SMILES	HUVEC tox TNFa	H69AR inhibit	Smad3 FoxH1 inh	HUVEC prolif 384	VCAM1 TNFa inh	PTK2B oligo ant	F-actin modifier	HUVEC tox IL1B	Lung fibro prol
CC(NC(=O)CC1Nc2ccccc2NC1=O)c1ccccc1 (stereo not drawn)	·	98	6	98	·	-0.74	·	·	·
Cc1ccc(-c2cc(C(=O)N3CCCc4ccccc43)c3ccccc3n2)cc1	-25	·	·	·	-4	-0.84	2	-9	·
COCCOc1cc(-n2ccnc2SC)c(Cl)cc1Cl	-14	·	·	·	15	2	40	-37	·
O=C(COC(=O)c1ccncc1)Nc1cc(Cl)c(Cl)cc1Cl	-1	91	5	104	-9	·	11	-7	101
CCOC(=O)N1CCN(CC(O)c2ccc3cc[nH]c3c2)CC1 (stereo not drawn)	-15	104	7	103	14	·	-12	-13	90
CCCN1Cc2cccc(C(=O)Nc3ccc4c(c3)OCCO4)c2C1=O	-14	78	2	90	4	·	16	2	100
CC1CCCCC1NC(=O)CSc1nnc(CN2CCOCC2)n1C (stereo not drawn)	·	99	14	104	·	0.05	·	10	91
COC(=O)c1c(C(=O)OC)c2cc(C)ccn2c1Cl	-42	91	-1	102	7	0.27	4	1	98
c1ccc(-c2oc3ncnc(N4CCOCC4)c3c2-c2ccccc2)cc1	-2	48	11	78	8	·	5	-26	97
CCCOc1ccccc1C1CC(=O)Nc2cc3c(cc21)OCCO3 (stereo not drawn)	62	·	·	·	51*	-2.2	-22	-6	·
COc1ccc2cc(S(=O)(=O)N3CCCCC3)ccc2c1S(=O)(=O)N1CCCCC1	-16	89	-2	88	10	-0.57	7	-41	96
COCCOC(=O)C1=C(C)N=C2SCCC(=O)N2C1/C=C/c1ccccc1 (stereo not drawn)	-11	81	3	102	2	0.14	-14	-20	101
C=CCn1c2ccccc2c2nnc(SCN3C(=O)c4ccccc4C3=O)nc21	9	·	·	·	2	-2.4	-10	-1	·
Cc1oc(C)c2c(=O)ccc3c(c12)OC(N)=C(C#N)C3c1ccccc1Cl (stereo not drawn)	14	·	·	·	15	1.8	-20	27	·
O=c1c2c3c(sc2nc2sc(CN4CCCCC4)cn12)CCCC3	-23	58	21	115	2	·	-2	-5	96
CN(C)CCCN1C(=O)C(=O)/C(=C(/O)c2ccncc2)C1c1cccnc1 (stereo not drawn)	-24	75	-8	97	9	2.3	-2	-7	104
COc1ccccc1-n1c(SCC(N)=O)nnc1-c1ccc(S(=O)(=O)N2CCCCC2)cc1	-26	87	4	82	-3	-0.42	49	5	95
CCn1cc(C(=O)NCCCN2CC(C)CC(C)C2)c(=O)c2cc(S(=O)(=O)N(C)C)ccc21 (stereo not drawn)	-2	86	-1	101	5	·	-7	-5	94
CCOC(=O)Cc1cc(=O)[nH]c(/N=C(/NC(=O)c2ccccc2)Nc2ccccc2C(F)(F)F)n1	2	94	-2	89	3	-0.6	·	5	103
COc1ccc(-n2nc(C(=O)NCC(=O)Nc3ccccn3)c3ccccc3c2=O)cc1Cl	16	·	·	·	11	0.39	-36	-10	·
CCOc1ccc(NC(=O)CCN2CCN(c3ccccc3OC)CC2)cc1	-9	99	-20	110	-4	0.06	4	-2	103
O=c1c2c(nc3n1CCCCC3)sc1c(O)cccc12	-24	55	3	93	-32	-0.91	-2	-19	101
N#Cc1cc(Oc2ccc3ccccc3c2)c(-n2nnc3ccccc32)cc1C#N	5	73	8[fluorescence artefact?]	93	-27	0.2	3	10	81
O=C(c1cc(-c2ccco2)on1)N1CCc2ccccc2C1	52	74	1	105	-15	2.5	8	-12	96
CNc1nc(N(C)C)nc(N(C)C)n1	-3	90	4	92	24	·	8	-20	97

New compounds follow.
SMILES	HUVEC tox TNFa	H69AR inhibit	Smad3 FoxH1 inh	HUVEC prolif 384	VCAM1 TNFa inh	PTK2B oligo ant	F-actin modifier	HUVEC tox IL1B	Lung fibro prol
O=C(O)c1ncn(Cc2ccccc2)c1C(=O)O	-21	91	1	96	5	0.02	26	22	99
CCc1ccc(CN2CCN(S(=O)(=O)Cc3ccccc3)CC2)cc1	-12	93	10	103	12	0.46	16	-8	93
NC(=O)c1cc2cc(Cl)ccc2oc1=O	-22	97	-7	97	-4	0.17	0	-96	107
OCCNCc1ccc(OC2CCCC2)cc1	-14	95	6	73	-1	0.28	15	-64	92
C=CCn1c(SCCOc2ccc(OC)cc2)nnc1C(C)NC(=O)c1ccc(OC)cc1 (stereo not drawn)	38	84	2	96	-18	0.06	-25	8	94
Cc1cccc(NC(=O)C2CC(=O)n3cnnc3S2)c1 (stereo not drawn)	-14	91	5	93	3	-0.54	8	6	102
O=C(C1CCCN(S(=O)(=O)c2ccc(F)cc2)C1)N(Cc1cccs1)C1CC1 (stereo not drawn)	·	99	-16	119	·	-0.73	·	·	96
O=C(O)c1cc(S(=O)(=O)N2CCCCC2)ccc1F	-13	97	4	98	1	1.2	-15	-8	99
Cc1ccc(S(=O)(=O)c2nc(NCCN(C)C)sc2Cl)cc1	0	83	-15	90	35	-0.59	-4	-2	104
CCCCn1c(SCC(=O)N2CCN(c3ccccc3)CC2)nc2ccsc2c1=O	-4	68	-4	91	12	-1.9	-18	-9	101
O=C(CN1CCOc2ccccc21)NC1CC1	-12	95	0	98	9	·	3	9	99
CC(=O)c1cccc(NC(=O)NCc2cccs2)c1	5	84	5	108	14	0.23	-2	-24	98
COc1ccc(CCNC(=O)N2CCOCC2)cc1	-7	93	16[fluorescence artefact?]	89	18	0.51	4	2	91
CCOC(=O)C1=C(CC)Nc2ccccc2N=C1NC(=O)c1cccc(S(=O)(=O)N2CCCC2)c1	-27	65	-1	87	-12	-1.3	1	10	91
CCOCc1nnc(NC(=O)c2cc(Cl)ccc2OC)s1	-10	·	·	·	-18	0.53	-3	-5	·
N#Cc1nc(-c2cccs2)oc1N1CCOCC1	-1	80	0	82	6	0.91	-5	-25	88
COC(=O)C1C(=O)NCC1c1ccc(OC)cc1 (stereo not drawn)	-21	100	1	94	8	0.27	·	-9	96
CCCCN(CC)C(=O)Cc1ccccc1OC	-27	90	-4	106	17	-0.08	-1	-16	96
COc1ccccc1N1C(=O)c2cccc3c(C(=O)O)ccc(c23)C1=O	-1	92	17	99	7	0.53	-18	·	97
Cn1c(=O)c2c(nc(NC3CCCCC3)n2CC(O)COc2ccccc2)n(C)c1=O (stereo not drawn)	·	62	-5	90	·	-0.75	-1	13	96
COc1ccccc1NC(=O)CSc1nc(N)cc(N)n1	0	85	-15	89	3	0.34	-11	-23	101
CCOC(=O)CSC1=C(C#N)C(c2sccc2C)CC(=O)N1 (stereo not drawn)	-18	·	·	·	16	0.09	-6	5	·
O=C(Nc1cccc2c1CCCC2)c1ccc(Br)o1	-27	89	3	100	7	-1.2	0	4	94
O=C(N/N=C\c1cn(-c2ccccc2)nc1-c1ccccc1)c1ccc(Br)o1	-27	·	·	·	-31	-2	-7	-25	·
Cc1nc2ncnn2c(C)c1CCC(=O)NC(C)c1ccc2c(c1)OCCO2 (stereo not drawn)	5	·	·	·	13	0.36	-1	2	·

2 of the compounds above, with bars between the fields:
Compound | HUVEC tox TNFa | H69AR inhibit | Smad3 FoxH1 inh | HUVEC prolif 384 | VCAM1 TNFa inh | PTK2B oligo ant | F-actin modifier | HUVEC tox IL1B | Lung fibro prol
COc1ccc(-n2nc(C(=O)NCC(=O)Nc3ccccn3)c3ccccc3c2=O)cc1Cl | 16 | · | · | · | 11 | 0.39 | -36 | -10 | ·
COc1ccc(-c2nn(C)c(=O)c3ccccc23)cc1NC(=O)COc1ccc(C)cc1 | -7 | 59 | -6 | 76 | 14 | -0.77 | -6 | 18 | 90
